Screening results (PubChem BioAssay)
IDE act = boosts human insulin-degrading enzyme activity in HEK cells; activation, % at 5.96 µM; AID 493087; FAbeta-B cleavage, fluorescence polarization; 0% vehicle, 100% cell-free pure enzyme wells; P14735; 340,000 compounds, 0.073% hits;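 active = activation above the mean of all tested compounds plus 3 SD, set per screening campaign, cut at about 17% in these data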
Target sequence (P14735 whole entry, looked up): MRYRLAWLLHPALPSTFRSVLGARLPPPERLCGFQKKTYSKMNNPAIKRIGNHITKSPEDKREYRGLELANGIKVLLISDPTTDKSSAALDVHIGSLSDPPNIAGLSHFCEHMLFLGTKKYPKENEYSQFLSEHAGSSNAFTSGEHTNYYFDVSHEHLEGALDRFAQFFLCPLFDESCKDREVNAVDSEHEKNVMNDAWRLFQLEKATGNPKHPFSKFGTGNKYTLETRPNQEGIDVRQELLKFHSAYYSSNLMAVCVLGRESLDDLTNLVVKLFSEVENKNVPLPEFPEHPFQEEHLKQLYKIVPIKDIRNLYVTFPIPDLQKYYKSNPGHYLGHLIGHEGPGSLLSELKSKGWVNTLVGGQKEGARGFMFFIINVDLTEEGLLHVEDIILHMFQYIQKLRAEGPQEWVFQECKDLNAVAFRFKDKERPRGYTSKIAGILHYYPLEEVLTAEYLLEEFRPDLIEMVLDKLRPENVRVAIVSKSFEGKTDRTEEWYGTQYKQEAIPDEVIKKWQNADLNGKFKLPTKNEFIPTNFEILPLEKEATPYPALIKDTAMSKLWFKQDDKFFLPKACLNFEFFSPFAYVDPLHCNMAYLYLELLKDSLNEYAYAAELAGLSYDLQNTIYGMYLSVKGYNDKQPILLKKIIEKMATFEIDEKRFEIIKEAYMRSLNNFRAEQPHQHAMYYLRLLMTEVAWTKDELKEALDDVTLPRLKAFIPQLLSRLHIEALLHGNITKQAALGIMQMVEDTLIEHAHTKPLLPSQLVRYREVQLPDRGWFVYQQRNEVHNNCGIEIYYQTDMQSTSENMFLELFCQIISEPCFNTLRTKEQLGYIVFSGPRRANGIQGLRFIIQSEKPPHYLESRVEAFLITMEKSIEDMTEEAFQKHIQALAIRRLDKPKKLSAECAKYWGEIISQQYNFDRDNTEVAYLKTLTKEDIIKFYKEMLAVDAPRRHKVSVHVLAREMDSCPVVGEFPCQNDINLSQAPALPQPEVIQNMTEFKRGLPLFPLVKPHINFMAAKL
An asterisk follows results filed as active.

CC1CCC2(CC1)NC(=O)N(CC(=O)Nc1cccnc1Cl)C2=O (configuration not stated) was read as IDE act 5.4.
For COc1ccc(S(=O)(=O)N2CCCCC2)cc1NC(=O)c1cc([N+](=O)[O-])ccc1N1CCOCC1 the results were IDE act 2.6.
`Cc1ccc(N2C(=O)C3CCCN3C2=S)c(C)c1` (configuration not stated) gave IDE act 5.1.
Screening OCC(O)C1OC(c2ccccc2)OC(CO)C1O (configuration not stated) returned IDE act -1.1.
CC(C)(C)NC(=O)CC1C[C@H](C(=O)N2CCOCC2)[C@@]2(C)c3[nH]c4ccccc4c3CCN2C1=O (some centres not stated) was read as IDE act -4.2.
`C[C@H](CO)N1C[C@H](C)[C@@H](CN(C)S(=O)(=O)c2cccs2)Oc2ccc(NS(=O)(=O)c3ccccc3)cc2CC1=O` gave IDE act 2.3.
`CCOC(=O)C(=O)NCC(c1cccs1)S(=O)(=O)c1ccc(C)cc1` (configuration not stated) gave IDE act 1.3.
For O=c1c2ccccc2nc2n1CC/C2=C\N1CCN(c2ccc([N+](=O)[O-])cc2)CC1 the results were IDE act 2.0.
Screening CC(C)(C)S(=O)(=O)N1C[C@@H]2CC/C=C\C/C=C\2[C@H]1CCO returned IDE act 4.2.
Screening CCOc1ccc(NC(=O)CN(C)C(=O)CN2C(=O)C3CC=CCC3C2=O)cc1OCC (configuration not stated) returned IDE act 0.4.
For CC(C)C[C@@]12C(=O)N(c3cccc(Br)c3)C(=O)N1[C@H](c1ccc(F)cc1)[C@@H]1C(=O)N(C3CCCCC3)C(=O)[C@@H]12 the results were IDE act -7.7.
C/C(=N\NC(=O)CN1CCN(c2ccc(F)cc2)CC1)c1ccco1 was read as IDE act 5.2.
`Cc1ccc(S(=O)(=O)NCc2ccccc2)cc1C(=O)N1CC(C)CC(C)C1` (configuration not stated) gave IDE act 3.3.
For COc1ccc(C(CNS(=O)(=O)c2ccc(C)cc2)N2CCN(C)CC2)cc1 (configuration not stated) the results were IDE act -3.1.
Screening O=C(CCC(=O)c1cccs1)NNC(=O)c1ccccc1O returned IDE act -0.6.
For CCCCCCCC(=O)Nc1cc(C(=O)NCc2ccc(C)cc2)ccc1N1CCC2(CC1)CC(c1cccc(Br)c1)=NO2 the results were IDE act 2.6.
For CC(NC(=O)CN1C(=O)NC2(CCc3ccccc32)C1=O)c1ccccc1 (configuration not stated) the results were IDE act 5.1.
CCCCCC1C(C(=O)OCC)C(=O)NC1(C(=O)OCC)C(=O)OCC (configuration not stated) was read as IDE act 1.1.
`O=C(CN1CCN(S(=O)(=O)c2ccccc2)CC1)Nc1ccccc1C(=O)NC1CC1` gave IDE act 3.1.
Screening Cc1noc(C)c1S(=O)(=O)Nc1ccc2c(c1)C(=O)N([C@H](C)CO)C[C@H](C)[C@@H](CN(C)C(=O)Nc1ccc3c(c1)OCO3)O2 returned IDE act 5.5.
`CCN(CC)S(=O)(=O)c1ccc(N2CCOCC2)c(NC(=O)c2cc(Cl)c3c(c2)OCO3)c1` gave IDE act 2.6.
For Cc1cc(C)n(-c2ccc(C(=O)NCC(c3ccco3)N3CCCC3)cc2)n1 (configuration not stated) the results were IDE act -1.7.
Screening CCOc1ccc(CN(C)C(=O)c2cc(S(=O)(=O)N3CCCC3)ccc2C)cc1 returned IDE act -0.6.
For Cc1cc(C(=O)NNC(=O)c2ccc(C)c([N+](=O)[O-])c2)c(C)o1 the results were IDE act -1.3.
`Cc1ccc(-c2nn(-c3ccc(F)cc3)cc2C(=O)N(C)CC(=O)Nc2ccc(N3CCOCC3)cc2)cc1` gave IDE act 1.9.
For O=C(CSc1nnc(CN2CCCC2)n1-c1ccc(F)cc1)c1ccc2c(c1)OCO2 the results were IDE act -0.1.
For COc1ccccc1OCCNC(=O)C1CC(=O)N(c2cccc(SC)c2)C1 (configuration not stated) the results were IDE act -4.5.
COc1cccc(NC(=O)CN(C)C(=O)c2ccccc2OCC(=O)Nc2cccc(C(F)(F)F)c2)c1 was read as IDE act 0.2.
Screening CCOC(=O)[C@H]1[C@H]2COc3ccc(Br)cc3[C@H]2N2C(=O)CNC(=O)[C@@]12C returned IDE act 1.4.
For O=C(CSc1nc2cc(Cl)ccc2s1)NCC1CCCO1 (configuration not stated) the results were IDE act 3.7.
`CC(=NNC(=O)c1ccc(NS(=O)(=O)c2cccs2)cc1)c1ccc(OCC(N)=O)cc1` gave IDE act -1.6.
For Nc1ncnc2c(C3OC(CO)C(O)C3O)scc12 (configuration not stated) the results were IDE act 4.3.
For COC(=O)c1ccc2[nH]c(C3(O)CCCCC3)c(C)c2c1 the results were IDE act 0.3.
CC(OC(=O)c1cc(S(=O)(=O)N2CCOCC2)ccc1F)C(=O)NCC1CCCCC1 (configuration not stated) was read as IDE act 5.4.
For Cc1ccc(C(=O)c2ncc[nH]2)cc1 the results were IDE act 3.3.
`CCOC(=O)c1nn(-c2ccccc2C)c(=O)cc1OCC(=O)Nc1cccc(OC)c1` gave IDE act -0.5.
`CCOC(=O)c1cc(-c2ccccc2C)nn1Cc1cc(CC)no1` gave IDE act -5.4.
COc1cccc(CC(=O)OCC(=O)NNC(=O)c2ccc(Br)cc2)c1 was read as IDE act -0.2.
For CCC1(CCC(C)C)SC(N)=NC1=O (configuration not stated) the results were IDE act -3.4.
For NC(=O)c1nnsc1-c1ccco1 the results were IDE act -2.2.
CC(=O)c1cccc(NC(=O)COC(=O)Cn2cnc3ccccc32)c1 was read as IDE act 2.7.
`COc1ccc(OC)c(S(=O)(=O)Oc2ccc(N)c3ccccc23)c1` gave IDE act 4.6.
For CC(C)c1cccc(C(C)C)c1OC(=O)[C@H]1OC(C(C)(C)C)=C[C@@H]1c1ccccc1 the results were IDE act 1.8.
For O=C(Nc1nncs1)c1cc(-c2ccco2)nc2ccccc12 the results were IDE act 0.8.
`CCc1cccc2c(C(=O)COC(=O)c3cnc(C)cn3)c[nH]c12` gave IDE act 4.6.
`CCOc1ccc(NC(=O)Cc2ccc(S(=O)(=O)N3CCCCC3)cc2)cc1OCC` gave IDE act 0.4.
For COc1ccc(N2CCN(S(=O)(=O)CCNS(=O)(=O)c3ccccc3)CC2)cc1 the results were IDE act -0.3.
For COc1cccc(C(c2c(NC(=O)c3ccco3)sc(C)c2C)N2CCOCC2)c1 (configuration not stated) the results were IDE act 1.3.
For CC1(c2ccccc2)NC(=O)N(CC(=O)Nc2nc(-c3ccccn3)cs2)C1=O (configuration not stated) the results were IDE act 3.0.
Screening CCOc1ccc(CN(C)c2ccc(S(=O)(=O)N3CCN(C)CC3)cc2[N+](=O)[O-])cc1OC returned IDE act 6.8.
CN(C(=O)c1ccc(NC(=O)Cc2ccc(NC(=O)C3CCN(C(=O)C4CCCCC4)CC3)cc2)cc1)C1CC1 was read as IDE act 1.6.
O=C(CSC1=NS(=O)(=O)c2ccccc2N1)NCc1ccc(F)cc1 was read as IDE act 3.8.
O=C(NNC(=O)c1ccccc1F)c1cccc(S(=O)(=O)N2CCc3ccccc32)c1 was read as IDE act -0.4.
`CCN(C(=O)CSc1nnc(-c2ccc(OC(F)F)cc2)n1N)C1CCS(=O)(=O)C1` (configuration not stated) gave IDE act 2.4.
Cc1noc(C)c1S(=O)(=O)N(C)C[C@H]1Oc2ccc(NS(=O)(=O)c3ccccc3)cc2C(=O)N([C@H](C)CO)C[C@@H]1C was read as IDE act 0.7.
Screening O=C(Nc1cc(-c2nc3ncccc3o2)ccc1Cl)c1ccc2c(c1)OCO2 returned IDE act 4.2.
`Nc1ccc(C(=O)OCC(=O)NC(=O)c2ccccc2)cc1[N+](=O)[O-]` gave IDE act 0.2.
For CCCCn1c(N)c(N(CC(C)C)C(=O)CSc2nnc(-c3ccc(Cl)cc3)o2)c(=O)[nH]c1=O the results were IDE act 3.2.
For O=C(O)c1cn(Cc2ccccc2)c2ccc(Cl)cc2c1=O the results were IDE act 2.1.
`Cn1c(SCc2cccc([N+](=O)[O-])c2)nc2ccccc2c1=O` gave IDE act 0.6.
Screening O=S1(=O)c2ccc(Br)cc2N2CCC[C@@H]2CN1Cc1ccc(Cl)cc1 returned IDE act -1.7.
`COc1cc(COC(=O)Oc2ccc(CNC(C)=O)cc2OC)c([N+](=O)[O-])cc1OC` gave IDE act 3.3.
COc1ccc(Cl)cc1NC(=O)CN(C)C(=O)CCC(=O)c1cc(C)sc1C was read as IDE act 7.2.
CCOc1ccc(OCCC(=O)OCC(=O)Nc2ccc3c(c2)OCCO3)cc1 was read as IDE act -0.9.
`O=C(COC(=O)COc1ccccc1)Nc1ncc([N+](=O)[O-])s1` gave IDE act 2.7.
N#CC(=C(c1ccccc1)c1ccccc1)c1ccccc1 was read as IDE act 2.7.
O=C1C=C(Nc2ccc(F)cc2)c2ccccc2C1=O was read as IDE act 3.0.
`O=C(Nc1ccccc1N1CCCC1)C1CCN(S(=O)(=O)c2cccc(C(F)(F)F)c2)CC1` gave IDE act 1.1.
`CSc1ncccc1C(=O)NCC(c1cccs1)N1CCOCC1` (configuration not stated) gave IDE act 0.5.
CC(C)Cc1nnc(NC(=O)c2ccc3c(c2)NC(=O)C(C)S3)s1 (configuration not stated) was read as IDE act 4.4.
COc1ccc(CNC(=O)COC(=O)C(CCSC)N2C(=O)c3ccccc3C2=O)cc1 (configuration not stated) was read as IDE act 4.9.
Cc1ccc(S(=O)(=O)N2CCOCC2)cc1NC(=O)COC(=O)COc1ccccc1[N+](=O)[O-] was read as IDE act 4.0.
`O=C(COC(=O)c1ccccc1Br)NC1CCCCCCC1` gave IDE act -6.9.
For Cc1ccc(OCC(=O)N(Cc2ccccc2)c2c(N)n(Cc3ccccc3)c(=O)[nH]c2=O)c(C)c1 the results were IDE act 4.5.
For CCN1CCN(S(=O)(=O)c2ccc(Cl)c(C(=O)N(C)Cc3cccs3)c2)CC1 the results were IDE act -1.4.
`CC(=O)c1c(C)[nH]c(C(=O)COC(=O)c2c(C)noc2C)c1C` gave IDE act -0.9.
Screening O=C(COC(=O)c1ccc(O)cc1)Nc1ccc2[nH]c(=O)[nH]c2c1 returned IDE act 1.9.
`COc1cccc(-c2ncc3ccccc3c2COC(=O)c2ccc(Br)cc2)c1` gave IDE act -8.8.
For O=C(NCC(=O)N1CCN(c2ccccc2O)CC1)C1CCCCC1 the results were IDE act 1.3.
COc1ccc(-c2sc3ccccc3c2-c2ccc(O)cc2)cc1 was read as IDE act 2.5.
COc1cc(NC(=O)c2ccccc2-n2cnnn2)cc(OC)c1 was read as IDE act 2.0.
Screening CC1CN(C=O)CC(C)N1CCN1C(C)CN(C=O)CC1C (configuration not stated) returned IDE act 7.2.
`Cc1cc(=O)oc2c(CN3CCCCC3)c(O)ccc12` gave IDE act -2.6.
COc1ccc(NC(=O)C(c2ccccc2)c2ccccc2)c(OC)c1 was read as IDE act 6.2.
O=C(N/N=C1\CCCc2c1[nH]c1ccc(Cl)cc21)c1ccncc1 was read as IDE act -1.4.
Screening CN(c1ccc(-c2csc(NC(=O)C3CC(=O)N(Cc4ccco4)C3)n2)cc1)S(C)(=O)=O (configuration not stated) returned IDE act 2.9.
`Cc1cc(NC(=O)CSc2nnc(-c3ccccc3C)n2C)no1` gave IDE act 7.8.
`Cc1ccc(C)c(S(=O)(=O)N2CCCC2CNC(=O)C(=O)NCC2CCCO2)c1` (configuration not stated) gave IDE act 2.8.
For CC(Oc1ccccc1F)C(=O)NNC(=O)CCS(=O)(=O)c1ccccc1Cl (configuration not stated) the results were IDE act 1.4.
Screening Cc1ccc(C)c(S(=O)(=O)N2CCC3(CC2)OCCN3S(=O)(=O)c2cccs2)c1 returned IDE act 3.1.
CC1CC(C)CN(C(=O)C(C)N2CCN(S(=O)(=O)c3cccs3)CC2)C1 (configuration not stated) was read as IDE act -1.4.
Screening COc1cccc(NC(=O)CN(C)C(=O)COc2cc(C)ccc2Cl)c1 returned IDE act 3.5.
`Cc1ccccc1C(=O)Nc1scc(-c2ccc(Br)cc2)c1C(=O)O` gave IDE act 2.7.
Screening Cc1ccc(S(=O)(=O)N2CCN(C(=O)C3CC(=O)N(c4ccc5c(c4)OCCO5)C3)CC2)cc1 (configuration not stated) returned IDE act 1.7.
Screening CCCn1c(SCC(=O)Nc2ccccc2C(=O)NC2CC2)n[nH]c1=O returned IDE act -4.7.
Cc1ccc(S(=O)(=O)N2CCN(C(=O)COC(=O)c3ccc(O)cc3)CC2)c(C)c1 was read as IDE act -3.2.
`COc1ccccc1OCCNC(=O)c1ccc(C)o1` gave IDE act 1.1.
For Nc1cc(C(=O)OCC(=O)Nc2cccc(S(=O)(=O)N3CCOCC3)c2)ccc1Cl the results were IDE act 2.4.
`Cc1cc(C)cc(NC(=O)C(OC(=O)Cn2cnc3c2c(=O)n(C)c(=O)n3C)c2ccccc2)c1` (configuration not stated) gave IDE act -0.3.
Cc1ccc(C)c(SCC(=O)NCC(c2ccco2)N2CCCCC2)c1 (configuration not stated) was read as IDE act -2.0.

Filtered by structure, the compounds so far containing a Cl atom (13)
CC1CCC2(CC1)NC(=O)N(CC(=O)Nc1cccnc1Cl)C2=O (configuration not stated) was read as IDE act 5.4.
`CCN(CC)S(=O)(=O)c1ccc(N2CCOCC2)c(NC(=O)c2cc(Cl)c3c(c2)OCO3)c1` gave IDE act 2.6.
For O=C(CSc1nc2cc(Cl)ccc2s1)NCC1CCCO1 (configuration not stated) the results were IDE act 3.7.
Screening O=C(Nc1cc(-c2nc3ncccc3o2)ccc1Cl)c1ccc2c(c1)OCO2 returned IDE act 4.2.
For CCCCn1c(N)c(N(CC(C)C)C(=O)CSc2nnc(-c3ccc(Cl)cc3)o2)c(=O)[nH]c1=O the results were IDE act 3.2.
For O=C(O)c1cn(Cc2ccccc2)c2ccc(Cl)cc2c1=O the results were IDE act 2.1.
Screening O=S1(=O)c2ccc(Br)cc2N2CCC[C@@H]2CN1Cc1ccc(Cl)cc1 returned IDE act -1.7.
COc1ccc(Cl)cc1NC(=O)CN(C)C(=O)CCC(=O)c1cc(C)sc1C was read as IDE act 7.2.
For CCN1CCN(S(=O)(=O)c2ccc(Cl)c(C(=O)N(C)Cc3cccs3)c2)CC1 the results were IDE act -1.4.
O=C(N/N=C1\CCCc2c1[nH]c1ccc(Cl)cc21)c1ccncc1 was read as IDE act -1.4.
For CC(Oc1ccccc1F)C(=O)NNC(=O)CCS(=O)(=O)c1ccccc1Cl (configuration not stated) the results were IDE act 1.4.
Screening COc1cccc(NC(=O)CN(C)C(=O)COc2cc(C)ccc2Cl)c1 returned IDE act 3.5.
For Nc1cc(C(=O)OCC(=O)Nc2cccc(S(=O)(=O)N3CCOCC3)c2)ccc1Cl the results were IDE act 2.4.

Only part of the results is shown; rates above refer to the full screens.
